NPSR antag: neuropeptide S receptor (human) antagonism, cAMP; Q6W5P4; actives 1% (n = 220,000); CHO-NPSR cells, cAMP TR-FRET, antagonist mode; Potency, µM (highest dose often 38.3 µM), for inactives: at the top dose activity change, negative = inhibition, usual class: inhibitors; further: potency means the concentration at half of the fitted maximal effect; on the % scale 0 is the no-effect control and ±100 the full control effect; nearly all actives have a fitted effect of over 50% in size; many of its hits are not listed in these tables
Target sequence (Q6W5P4 whole entry, looked up): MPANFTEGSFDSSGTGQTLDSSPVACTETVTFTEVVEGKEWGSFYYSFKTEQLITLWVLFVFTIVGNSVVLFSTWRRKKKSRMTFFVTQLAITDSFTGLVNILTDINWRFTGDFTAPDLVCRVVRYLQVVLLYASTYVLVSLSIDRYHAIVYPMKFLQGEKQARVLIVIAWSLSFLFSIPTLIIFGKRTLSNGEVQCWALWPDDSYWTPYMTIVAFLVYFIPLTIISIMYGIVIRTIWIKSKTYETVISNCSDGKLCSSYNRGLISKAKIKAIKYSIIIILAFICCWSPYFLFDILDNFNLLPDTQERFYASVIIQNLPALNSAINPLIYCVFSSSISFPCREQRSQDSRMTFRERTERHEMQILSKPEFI
Lamin A splicing: changes lamin A minigene splicing in HeLa cells. HeLa LMNA splicing GFP/RFP minigene ratio, 48 h. Potency, µM (top dose mostly 46.1 µM), for inactives: at the highest dose ratio change, negative = inhibition, usual class: inhibitors. actives 0.01% (n = 200,000). AID 1487; active means well fitted inhibition curve with a large enough effect in the signal ratio, with a control signal flat, not every such curve was filed as active; inconclusive means small, poorly fitted or top-dose-only effect, or effect the other way, or a change in a side signal; the % refers to the signal ratio; further: potency means the concentration at half of the fitted maximal effect; on the % scale 0 is the no-effect control and ±100 the full control effect
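S3 HeLa stable clones carrying a lamin A-EGFP splicing minigene plus DsRed2 were seeded at 600 cells/well in Opti-MEM with 2% FBS, pin-dosed and incubated 48 h at 37°C. Acumen cytometry (488 nm) gave the GFP/RFP total-intensity ratio.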
IMPase Li cell: cell-permeable IMPase inhibitors with lithium potentiation. CHO-M1 cells, IP1 TR-FRET (IP-One), carbachol + lithium. Potency, µM (titrated, usually from 59.4 µM), inactives show at the top dose activity, negative = IMPase inhibition, usual class: inhibitors. actives 0.35% (n = 210,000). AID 1457;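 further: IP1 builds up when IMPase is blocked and the TR-FRET signal falls; potency means the concentration at half of the fitted maximal effect; plate controls were basal vehicle for no effect and high inhibitor control for full effect; nearly all actives have a fitted effect of over 50% in size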
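Concentration–response in CHO-M1 cells, lithium-potentiated; 30 min at 37C. IP1 detected by competitive TR-FRET after 10 min lysis at RT. Hill-fitted AC50.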
KinaseGlo FLuc: counter-screen: inhibitors of Kinase-Glo firefly luciferase; Q27757; Kinase-Glo luciferase, ATP luminescence, 8 min; Potency, µM (series often up to 38.3 µM), for inactives: at the highest dose activity change, negative = inhibition, usual class: inhibitors; actives 0.28% (n = 200,000); AID 1379; further: potency means the concentration at half of the fitted maximal effect; on the % scale 0 is the no-effect control and ±100 the full control effect; nearly all actives have a fitted effect of over 60% in size
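Recombinant Kinase-Glo luciferase, 10 uM ATP (linear range), luciferin; imidazole pH 7.2 / KCl / MgCl2 / Tween / BSA buffer; 8 min RT; luminescence.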
aGal spleen mod: inhibitors or activators of human alpha-galactosidase in spleen homogenate | human spleen homogenate, 4MU-alpha-Gal fluorescence, 40 min | Potency, µM (series often up to 80 µM), for the others: at the highest dose activity change, negative = inhibition, hits mostly inhibitors | actives 0.008% (n = 240,000) | AID 2107;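 further: potency means the concentration at half of the fitted maximal effect; 0% = enzyme with vehicle and -100% = no enzyme basal signal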
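Inhibition or activation of alpha-galactosidase in human spleen homogenate is scored by 4-MU fluorescence after 40 min at 37C, pH 5.0, with 1 mM substrate. AC50s come from concentration-response fitted to the Hill equation.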
CBFb-RUNX1 inh: blocks binding between human CBF-beta and RUNX1; Q01196+Q13951; AlphaScreen CBFb-His/RUNX1-biotin binding, biochemical; Potency, µM (titrated, usually from 59.8 µM), inactives show top-dose activity, negative = inhibition, hits mostly inhibitors; 230,000 tested, under 10 active; AID 1477; further: % of control where 0% means no effect
Target sequence (Q01196 whole entry, looked up): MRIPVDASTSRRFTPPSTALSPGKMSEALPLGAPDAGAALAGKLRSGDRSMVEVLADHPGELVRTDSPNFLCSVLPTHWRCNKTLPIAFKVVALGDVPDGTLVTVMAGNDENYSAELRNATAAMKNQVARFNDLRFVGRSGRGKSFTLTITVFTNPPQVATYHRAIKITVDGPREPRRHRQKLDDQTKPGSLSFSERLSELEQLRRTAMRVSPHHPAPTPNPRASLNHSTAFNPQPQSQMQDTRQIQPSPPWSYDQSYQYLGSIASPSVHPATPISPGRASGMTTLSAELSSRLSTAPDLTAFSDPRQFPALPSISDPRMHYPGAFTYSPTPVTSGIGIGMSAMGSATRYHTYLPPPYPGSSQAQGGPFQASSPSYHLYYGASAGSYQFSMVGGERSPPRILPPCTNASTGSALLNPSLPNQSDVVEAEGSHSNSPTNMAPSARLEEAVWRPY
Target sequence (Q13951 whole entry, looked up): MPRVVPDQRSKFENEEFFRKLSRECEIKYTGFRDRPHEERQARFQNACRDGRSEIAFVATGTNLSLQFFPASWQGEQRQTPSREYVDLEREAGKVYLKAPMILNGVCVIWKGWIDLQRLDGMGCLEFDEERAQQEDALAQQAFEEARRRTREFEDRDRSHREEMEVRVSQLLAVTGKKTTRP
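Bead-based AlphaScreen assay; binding partners His-tagged CBF-beta and biotinylated RUNX1 at 30 nM each. Compound exposure 15 min after a 20-min protein preincubation; bead step 90 min; all steps at room temperature.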
Epigenetic derep: derepresses silenced GFP reporter in murine cells; murine LDR cells, GFP reporter derepression, 30 h; Potency, µM (series often up to 53.9 µM), without a hit: top-dose GFP activation, hits mostly activators; actives 0.2% (n = 280,000); AID 1865; further: potency means the concentration at half of the fitted maximal effect; % of control where 0% means no effect; nearly all actives have a fitted effect of over 60% in size
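Derepression of a silenced CMV-GFP reporter in murine LDR cells is scored by enumerating GFP-positive cells with a laser-scanning microplate cytometer after 30 hours of treatment at 37 C.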
* hit, by the source's call; ? = inconclusive; . = no result given; & = joins results of further samples; [ ] = dose if it differs, or a comment. Unless noted, the call rests on the fitted dose curve; in most records, active means well fitted curve in the direction sought with a large enough effect; inconclusive means small, poorly fitted or top-dose-only effect, or another doubt; inactive means no such curve, though single readings can be large; an effect the other way counts as inactive or inconclusive.

item	SMILES	Lamin A splicing	Epigenetic derep	NPSR antag	CBFb-RUNX1 inh	IMPase Li cell	KinaseGlo FLuc	aGal spleen mod
1	OCCC1CN(Cc2ccc(Oc3ncccn3)cc2)CCN1C1CCCC1 (stereo not given)	.	-0.2%	-20%	13%	16%	.	6%
2	CC(C)(NC(=O)N1CCCC1)c1cccc(C(C)(C)NC(=O)N2CCCC2)c1	2%	0.9%	-4%[46.1 µM]	7%	5%[38.3 µM]	-6%	1%
3	COc1cc(CN2CCSCC2)cc(OC)c1OC	4%	4.5%	-10%[46.1 µM]	5%	25%[38.3 µM]	0%	2%
4	C=CCn1c(SCC(=O)N2CCCC2)nc2cc(C(=O)NCC3CCCO3)ccc2c1=O (stereo not given)	4%	0.0%	-1%[46.1 µM]	5%	12%[38.3 µM]	0%	-1%
5	CC(C)n1c(N2CCN(CC(=O)NCc3cccs3)CC2)nc2ccccc21	-19%	-1.0%	6%[46.1 µM]	0%	19%[38.3 µM]	-2%	9%
6	CCC[C@@H]1C[C@@]1(CCC)C(NP(=O)(c1ccccc1)c1ccccc1)c1ccc(Cl)cc1 (stereo not given in full)	.	9.9%	.	-15%	15%	-2%	11%
7	c1cc2c(cc1CN1CCOCC1)OCO2	-1%	-7.3%	2%[46.1 µM]	-3%	-20%[38.3 µM]	-6%	-6%
8	O=C1CSC(c2ccc([N+](=O)[O-])cc2)N1CCN1CCCCC1 (stereo not given)	?	0.5%	14%	-1%	6%	4%	9%
9	O=C(NCc1ccccn1)c1ccc(=O)oc1	0%	0.0%	-19%[46.1 µM]	1%	-9%[38.3 µM]	16%	2%
10	O=C(COC(=O)C12CC3CC(CC(Br)(C3)C1)C2)N1CCOCC1	?	1.1%	16%	3%	-7%	1%	-2%
11	Cc1c(Cl)cnc(NC(=O)COC(=O)c2ccc([N+](=O)[O-])s2)c1Cl	1%	2.0%	5%	?	-2%	0%	-3%
12	CCC(=O)Nc1cc(C(=O)OC(C(=O)c2ccc(C)c(C)c2)c2ccccc2)ccc1C (stereo not given)	-5%	1.0%	?	-7%	7%[38.3 µM]	-2%	6%
13	O=C(CSc1nc2ccccc2[nH]1)NC1CCCc2ccccc21 (stereo not given)	-9%	1.0%	-7%[46.1 µM]	2%	8%	0%	-5%
14	CN(C)/C=C(\C(=O)c1ccc(F)cc1F)c1nnnn1-c1ccccc1	7%	1.1%	10%	-1%	-10%	-5%	4%
15	Cc1ccc(OCC(=O)NC2CCCC2)c(C)c1	?	-0.9%	-19%[46.1 µM]	-1%	-6%[38.3 µM]	-1%	-6%
16	COCc1nnc(NS(=O)(=O)c2ccc([N+](=O)[O-])cc2)s1	3%	0.0%	-10%[46.1 µM]	7%	20%[38.3 µM]	1%	1%
17	O=C(NCCCn1ccnc1)c1noc2c1CCCC2	6%	0.0%	11%[46.1 µM]	-3%	11%[38.3 µM]	-2%	7%
18	CCOc1ccccc1Nc1nc(-c2sc(C)nc2C)cs1	.	1.6%	26%	-15%	13%	-1%	1%
19	CCN(CC)S(=O)(=O)c1ccc2c(c1)N(CC(=O)N(CCc1ccncc1)C(C)C)C(=O)CO2	9%[46 µM]	-3.6%	-8%	-2%	-4%	1%	-2%
20	CN(C)c1ccc(/C=C2\SC(=O)N(CC(O)Cn3c4ccccc4c4ccccc43)C2=O)cc1 (stereo not given)	?	3.0%	11%	0%	2%	-1%	2%
21	O=C(c1cnn2c1NC(c1ccco1)CC2C(F)(F)F)N1CCN(c2cccc(Cl)c2)CC1 (stereo not given)	?	0.0%	-18%[46.1 µM]	-9%	23%	6%	-4%
22	CCC(=O)Nc1c(C(=O)Nc2ccc3c(c2)OCCO3)oc2ccccc12	-10%[46 µM]	-0.1%	-24%	1%	6%	1%	1%
23	CCCCCn1c(=O)[nH]c2c(c1=O)CCC2	5%	-1.0%	-3%[46.1 µM]	-2%	-8%[38.3 µM]	0%	4%
24	CCN(CC)CCN1C(=O)c2ccccc2NC1c1cc(OC)c(OC)c(OC)c1 (stereo not given)	-19%	2.1%	-9%[7.67 µM]	3%	-28%[38.3 µM]	-3%	23%
25	CCOC(=O)N1CCN(C(=O)Nc2cccc(Cl)c2)CC1	7%	0.7%	-5%[46.1 µM]	-7%	36%[38.3 µM]	0%	-4%
26	COCCn1c(C)cc(C(=O)COc2ccc(C)nc2[N+](=O)[O-])c1C	.	11%	17%	-9%	8%	-1%	3%
27	COc1ccc(C)cc1NC(=O)CN1C(=O)c2ccccc2S1(=O)=O	-4%	4.1%	-9%[46.1 µM]	-1%	-3%[38.3 µM]	-1%	0%
28	O=C(NCCN1CCOCC1)c1ccc(-c2ccccc2)cc1	-4%	4.1%	-3%[46.1 µM]	3%	17%[38.3 µM]	-2%	7%
29	c1ccc2occc2c1	.	.	.	-5%[21.7 µM]	13%	.	4%
30	O=C(NC(=S)Nc1ccccc1[N+](=O)[O-])c1ccccc1	.	0.0%	-27%	-2%	.	.	-4%
31	COCCn1nnnc1C(c1ccc2ncccc2c1)N1CCc2ccccc21 (stereo not given)	4%	0.0%	-5%[46.1 µM]	-7%	11%[38.3 µM]	-3%	0%
32	Cc1nccn1CCCN1C(=O)OC2(CCCCC2)C1(C)O (stereo not given)	-9%	-2.0%	-3%[46.1 µM]	-12%	10%	2%	-19%
33	CN(C)c1ccc(NC(=O)c2cn(-c3ccccc3)nc2-c2cccs2)cc1	-2%	-4.5%	-19%[46.1 µM]	?	9%[38.3 µM]	0%	-1%
34	CCOc1cc(/C=N/NC(=O)Cn2nc([N+](=O)[O-])cc2C)ccc1OCc1ccc(F)cc1	?	8.5%	-11%[46.1 µM]	1%	7%[38.3 µM]	0%	4%
35	COc1cc(C(C#N)N2N=C(c3ccccc3)CC2c2ccccc2)ccc1O (stereo not given)	-2%	-1.1%	-15%[46.1 µM]	9%	10%[38.3 µM]	-1%	1%
36	CCN(C(=O)Cn1c(=O)n2nc(CCn3nc(C)cc3C)nc2c2ccccc21)c1cccc(C)c1	5%	-1.0%	-6%[46.1 µM]	3%	5%[38.3 µM]	-2%	8%
37	C[C@@H]1C(=O)O[C@H]2[C@@H](O)[C@@]34[C@H]5CC(C(C)(C)C)[C@]36[C@@H](OC(=O)[C@@H]6O)O[C@@]4(C(=O)O5)[C@@]12O (stereo not given in full)	.	0.4%	.	10%[21.7 µM]	4%	2%	1%
38	CC(C)(C)C(=O)NNc1nc(-c2ccccc2)c2cc(Br)ccc2n1	-22%	10%	-16%[46.1 µM]	-9%	29%	4%	3%
39	COc1ccc(C2N(c3ccccn3)C(=O)C3CCCN32)c(OC)c1 (stereo not given)	1%	-1.1%	1%[46.1 µM]	1%	-3%[38.3 µM]	5%	-4%
40	CCO/C=C1/C(=O)N(CC)c2ccccc21	4%	?	-18%[46.1 µM]	5%	.	.	8%
41	Cc1cc(C)nc(NS(=O)(=O)c2ccc(NC(=O)NC3CCCCC3)cc2)n1	-1%	0.9%	5%[46.1 µM]	5%	16%[38.3 µM]	-2%	1%
42	COc1cccc(C(C(=O)NC2CCCCC2)N(CCN2CCOCC2)C(=O)C2COc3ccccc3O2)c1 (stereo not given)	?	1.6%	-13%	1%	4%	0%	-1%
43	OCC1(Cc2cccc(C(F)(F)F)c2)CCN(Cc2cc(F)cc(F)c2)CC1	.	-2.8%	51%	8%	.	.	-1%
44	CSCC[C@H](NC(=O)CCNC(C)=O)c1nc2ccccc2[nH]1	11%	-1.0%	-1%[46.1 µM]	2%	5%[38.3 µM]	-6%	4%
45	CC(C)C1Cc2c(sc3c2c(=O)n(-c2ccccc2)c2n[nH]c(=S)n32)CO1 (stereo not given)	.	-1.2%	-26%	8%	.	.	-14%

Structural class, the compounds so far with a tert-butyl group (two)
item	SMILES	Lamin A splicing	Epigenetic derep	NPSR antag	CBFb-RUNX1 inh	IMPase Li cell	KinaseGlo FLuc	aGal spleen mod
37	C[C@@H]1C(=O)O[C@H]2[C@@H](O)[C@@]34[C@H]5CC(C(C)(C)C)[C@]36[C@@H](OC(=O)[C@@H]6O)O[C@@]4(C(=O)O5)[C@@]12O (stereo not given in full)	.	0.4%	.	10%[21.7 µM]	4%	2%	1%
38	CC(C)(C)C(=O)NNc1nc(-c2ccccc2)c2cc(Br)ccc2n1	-22%	10%	-16%[46.1 µM]	-9%	29%	4%	3%

Going on with the list:
item	SMILES	Lamin A splicing	Epigenetic derep	NPSR antag	CBFb-RUNX1 inh	IMPase Li cell	KinaseGlo FLuc	aGal spleen mod
46	Oc1ccc(Cl)cc1-c1cc(-c2ccco2)[nH]n1	3%	-1.1%	21%[46.1 µM]	-17%	14%[38.3 µM]	-2%	1%
47	O=C(c1ccccc1F)N(Cc1ccc2c(c1)OCO2)Cc1cc2cc3c(cc2n2nnnc12)OCO3	3%	-0.4%	?	0%	-11%[38.3 µM]	0%	5%
48	COc1ccccc1OCCn1c(=O)sc2ccccc21	4%	0.0%	4%[46.1 µM]	6%	24%[38.3 µM]	-1%	1%
49	CN(C)c1ccc(/C=C/c2ccc3ccccc3n2)cc1	.	?	6%[7.67 µM]	?	.	.	12%
50	O=C(COC(=O)/C=C/c1ccc(Cl)cc1)NCCC1=CCCCC1	14%	1.1%	12%	-3%	-4%	0%	5%
51	Cc1cc(C)cc(N2C(=O)C3C4C=CC(C4)C3C2=O)c1 (stereo not given)	-9%	0.0%	26%[46.1 µM]	1%	27%[38.3 µM]	0%	4%
52	COc1ccc(-c2cc3cc(OC)c(OC)cc3c(C)n2)cc1	-20%[46 µM]	2.8%	9%	-2%	.	.	4%
53	Cn1cc(C=C2C(=O)OC3(CCCCC3)OC2=O)c2ccccc21	.	-0.6%	-15%	-5%	.	.	14%
54	CCCC(=O)c1cc2c(cc1NC(=O)c1ccccc1F)OCCO2	-8%[46 µM]	0.9%&-0.4%	-21%	13%	21%	-3%	9%

Ordered by number of heavy atoms (smallest number first): some entries from above.
item	SMILES	Lamin A splicing	Epigenetic derep	NPSR antag	CBFb-RUNX1 inh	IMPase Li cell	KinaseGlo FLuc	aGal spleen mod
46	Oc1ccc(Cl)cc1-c1cc(-c2ccco2)[nH]n1	3%	-1.1%	21%[46.1 µM]	-17%	14%[38.3 µM]	-2%	1%
54	CCCC(=O)c1cc2c(cc1NC(=O)c1ccccc1F)OCCO2	-8%[46 µM]	0.9%&-0.4%	-21%	13%	21%	-3%	9%
47	O=C(c1ccccc1F)N(Cc1ccc2c(c1)OCO2)Cc1cc2cc3c(cc2n2nnnc12)OCO3	3%	-0.4%	?	0%	-11%[38.3 µM]	0%	5%

This is a subset (hit frequency here may not be typical).
